From PubChem BioAssay
PHOSPHO1 inh: inhibitors of human PHOSPHO1 phosphatase. inhibition, % at 13.3 µM. Q8TCT1. 290,000 tested, 1.1% active. recombinant PHOSPHO1, absorbance phosphatase assay; in the data active = inhibition above about 60%
IDE cell inh: cellular human IDE inhibition | P14735 | HEK cells, FAbetaB cleavage, fluorescence polarization | inhibition, % at 5.59 µM | 320,000 tested, 0.41% active;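 active = percent inhibition above the average of all tested compounds plus 3 SD, set per screening campaign, cut at about 16% in these data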;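 also: IDE supplied by intact live HEK cells; FP after avidin binding of uncleaved biotin substrate so inhibition keeps polarization high; 0% = DMSO wells and 100% = 60 µM reference IDE inhibitor Ii1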
Target sequence (P14735 whole entry, looked up): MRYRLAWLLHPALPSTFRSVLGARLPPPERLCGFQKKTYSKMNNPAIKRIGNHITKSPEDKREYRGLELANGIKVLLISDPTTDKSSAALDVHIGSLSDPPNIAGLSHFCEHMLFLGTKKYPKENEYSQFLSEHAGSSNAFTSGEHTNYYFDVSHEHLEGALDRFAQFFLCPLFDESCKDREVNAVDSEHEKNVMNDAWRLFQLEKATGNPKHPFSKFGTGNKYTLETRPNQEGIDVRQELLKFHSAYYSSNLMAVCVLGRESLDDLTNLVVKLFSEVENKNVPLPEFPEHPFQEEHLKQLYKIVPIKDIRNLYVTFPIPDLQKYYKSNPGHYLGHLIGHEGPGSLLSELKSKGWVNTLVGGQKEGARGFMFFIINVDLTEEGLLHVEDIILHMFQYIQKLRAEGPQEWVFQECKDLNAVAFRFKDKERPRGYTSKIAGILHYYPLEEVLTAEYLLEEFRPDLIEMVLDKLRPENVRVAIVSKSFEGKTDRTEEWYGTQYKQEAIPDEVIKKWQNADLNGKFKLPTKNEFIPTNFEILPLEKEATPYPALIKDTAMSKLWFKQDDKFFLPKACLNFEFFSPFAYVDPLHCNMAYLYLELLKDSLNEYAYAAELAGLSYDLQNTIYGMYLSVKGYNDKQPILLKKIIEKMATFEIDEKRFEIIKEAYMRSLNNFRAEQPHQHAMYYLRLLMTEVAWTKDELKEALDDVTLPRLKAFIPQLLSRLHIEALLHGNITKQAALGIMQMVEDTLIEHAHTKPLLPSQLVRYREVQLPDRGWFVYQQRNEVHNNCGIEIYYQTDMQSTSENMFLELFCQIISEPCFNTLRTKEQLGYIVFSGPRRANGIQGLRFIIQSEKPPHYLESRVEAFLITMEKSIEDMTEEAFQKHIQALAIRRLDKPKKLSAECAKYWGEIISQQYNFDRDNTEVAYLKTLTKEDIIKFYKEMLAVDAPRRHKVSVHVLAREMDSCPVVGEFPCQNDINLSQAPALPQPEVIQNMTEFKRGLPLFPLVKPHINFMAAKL
VIM-2 inhibitor: inhibitors of Pseudomonas aeruginosa VIM-2 metallo-beta-lactamase. purified VIM-2, nitrocefin hydrolysis, epi-absorbance fluorescence. inhibition, % at 5.6 µM. 290,000 tested, 0.89% active. AID 1527;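 active = inhibition above the mean of all tested compounds plus 3 SD, cutoff set per screening run, cut at about 7.5% in these data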;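 also: red hydrolysis product quenches plate fluorescence so inhibitors raise well fluorescence; 0% = enzyme with DMSO and 100% = DMSO without enzyme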
M18AAP inhibitor: blocks P. falciparum M18 aspartyl aminopeptidase. recombinant PfM18AAP, H-Glu-NHMec fluorogenic cleavage. AID 1822. 290,000 tested, 1.2% active. inhibition, % at 7.35 µM;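 active = inhibition above the campaign mean inhibition over all tested compounds plus 3 SD, cut at about 28% in these data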;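 also: 0% = plate median of test compound wells and 100% = 2 mM ZnCl2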
IDE cell activ: activators of human insulin-degrading enzyme in cells. AID 493087. activation, % at 5.96 µM. 340,000 tested, 0.073% active. P14735. HEK cells, FAbeta-B cleavage, fluorescence polarization; 0% vehicle, 100% cell-free pure enzyme wells;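 active = activation above the mean of all tested compounds plus 3 SD, set per screening campaign, cut at about 17% in these data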
IMP-1 inhibitor: blocks Pseudomonas aeruginosa IMP-1 metallo-beta-lactamase. purified IMP-1, nitrocefin hydrolysis, epi-absorbance fluorescence. inhibition, % at 5.6 µM. 290,000 tested, 0.45% active. AID 1556;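 active = inhibition above the mean plus 3 SD of all compounds in the same screening run, cut at about 4.5% in these data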;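 also: 0% = IMP-1 with DMSO and 100% = DMSO wells lacking enzyme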
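System – purified recombinant IMP-1 beta-lactamase · Input – IMP-1 dispensed at 0.2 nM · Timing – 15 min preincubation plus 25 min reaction at 25 °C · Signal – Epi-absorbance fluorescence, 480 nm excitation, 530 nm emission · Measure – percent IMP-1 inhibition derived from blank-referenced optical density · Controls – Enzyme-plus-DMSO low control, enzyme-free DMSO high control · Replication – singlicate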
GPR7 antag: blocks human GPR7 receptor signaling; GPR7-expressing cells, fluorescence antagonist assay; inhibition, % at 4.4 µM; 290,000 tested, 1.1% active; AID 1861; in the data active = inhibition above about 16%, passing the limit was not always enough;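 also: cells stimulated with the agonist NPW; 0% = agonist with vehicle and 100% = vehicle without agonist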
NALP1 inh: blocks the NALP1 inflammasome reconstituted in yeast. S. cerevisiae NALP1/ASC/caspase-1 growth, X-gal OD620, 72 h. inhibition, % at 10 µM. 280,000 tested, 0.61% active; in the data active = inhibition mostly above about 24%, no sharp cut-off; inactive = mostly below about 32%; also: some compounds called inactive have numbers as strong as hits
p-CIP stab down: p/CIP protein destabilization; F442A p/CIP-EGFP cells, EGFP fluorescence, 16 h; decrease of EGFP signal, % at 10 µM; 290,000 tested, 0.01% active;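 active = EGFP signal decrease of at least 30% at 10 µM or well 3 SD below plate mean, unless failing retest; inactive = the rest, including hits failing retest or dose response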; also: some compounds called inactive have numbers as strong as hits; many of its hits are not listed in these tables
The depositor's hits bear a star; . = not tested or not shown.

SMILES	PHOSPHO1 inh	IDE cell inh	VIM-2 inhibitor	M18AAP inhibitor	IDE cell activ	IMP-1 inhibitor	GPR7 antag	NALP1 inh	p-CIP stab down
C/C(N)=C(/C#N)C(=O)CSc1nnc(-c2ccccc2)n1C	3	-1	-2.0	0	4	-1.8	-6	-24	-3
COC(=O)c1ccc(NC(=O)CNC(=O)C2CCCCC2)c(C)c1	12	-3	-1.2	-1	4	-1.0	4	12	-2
CC1CCCC(C)N1C(=O)c1cc(F)c(F)cc1Cl (centres undefined)	17	-2	-0.4	-2	3	-6.4	-16	-6	9
Cc1ccc(S(=O)(=O)NCC(=O)NCC(=O)OCC(=O)NC(=O)NC(C)(C)C)cc1C	32	-5	-2.6	-1	5	-3.3	-14	5	2
O=C(CSc1cccs1)Nc1ccc(Cl)cc1	32	-1	-1.6	6	-3	-1.8	-9	-17	-8
Cc1cc[n+](-c2nc3ccccc3nc2[N-]S(=O)(=O)c2ccccc2)cc1	3	5	-1.3	5	-3	-2.9	-5	21	-4
CSc1ccc(CNC(=O)Cc2ccc(NC(=O)C3=C(C)OCCS3)cc2)cc1	40	3	-1.6	4	-3	-1.2	-4	2	8
NC(=O)COC(=O)c1ccccc1Nc1ccc(SC(F)F)cc1	7	3	-1.4	-7	1	-1.0	-3	27	-3
COc1cc(/C=N\N=C2/SC(CC(=O)O)C(=O)N2c2ccc(O)cc2)ccc1O (centres undefined)	30	1	-0.7	2	0	-2.6	0	-38	-7
COCCn1cc(C(=O)NCc2ccco2)c2c3ccccc3n(C)c2c1=O	-12	0	0.5	-6	8	-1.3	-14	10	-2
COc1cccc(C2C(=O)c3ccccc3C2=O)c1	3	6	-2.2	-1	.	-2.1	-14	-10	-7
Cc1nn(-c2ccccc2)c(C)c1/C=N/n1c(-c2ccncc2)n[nH]c1=S	18	4	-4.7	12	1	-3.2	-13	-13	6
CC(=O)N1CC(C)Sc2ccc(S(=O)(=O)NC3CCCCC3)cc21 (centres undefined)	22	-9	-0.5	-10	8	0.4	4	0	-4
Cc1ccc2c(c1)C(c1ccncc1)=NNC(c1ccc(C(C)C)cc1)=N2	24	.	-0.2	17	.	-1.4	-7	18	3
CC(=O)C1=C(O)C(=O)N(c2ccc(O)cc2)C1c1ccc(C)cc1 (centres undefined)	30	-2	-0.7	1	0	-0.6	-13	11	3
O=C(CCC(=O)c1cccs1)NCc1ccc(Cl)cc1	8	-9	-2.8	-5	-2	-2.9	1	4	-14
OC(CNCCc1ccc(C(F)(F)F)cc1)COC(c1ccccc1)c1ccccc1 (centres undefined)	36	-6	-4.1	2	6	-0.8	31	0	-2
CCCCCCCCCCOC(=O)Cn1c(COc2cccc(OC)c2)[n+](C)c2ccccc21	.	-7	-2.7	2	13	-1.3	65*	36*	-31
COc1ccc(NC(=O)c2ccc(F)cc2)cc1S(=O)(=O)Nc1cc(C)ccc1Br	-21	5	-1.4	-1	4	-0.7	-8	31	-6
CC1=CC2=NC(=O)CC(C)(C(=O)N(CC(=O)NC3CCCC3)c3cc(C)cc(C)c3)N2C=C1 (centres undefined)	50	9	-0.4	-8	4	-0.7	0	1	0
Cc1nn(CC(=O)NCc2ccco2)c(C)c1[N+](=O)[O-]	32	-2	-0.4	-1	2	-0.4	14	.	2
Cc1nn(-c2ccccc2)nc1-c1nnc(-c2ccc(C(F)(F)F)cc2)o1	16	4	0.2	-8	7	-3.3	-6	8	-12
O=C(Nc1ccccc1)c1ccc2ccccc2n1	9	6	-0.4	1	1	-2.9	-4	12	9
CS(=O)(=O)N1CCc2cc(C(=O)N3CCOCC3)ccc21	-7	6	0.4	-1	-1	-2.4	-8	31	-2
CCOC(=O)c1nn(-c2ccc3c(c2)OCO3)cc1O	.	-2	0.6	-10	-1	0.9	-9	.	.
Cc1cc(NC(=O)CN2CCN(C/C=C/c3ccccc3)CC2)c([N+](=O)[O-])cc1C	-21	8	-0.9	-9	3	-1.7	-7	35	1
Cc1noc(C)c1C(=O)OCC(=O)NC(=O)NC12CC3CC(CC(C3)C1)C2	20	-2	2.5	1	-3	1.6	0	24	-4
O=[N+]([O-])c1ccccc1NC1CCN(Cc2ccccc2)CC1	19	3	-0.5	-16	8	-3.1	0	.	-9
COc1ccc(OC(=O)/C=C/c2ccc([N+](=O)[O-])cc2)cc1	37	-2	-1.6	-1	2	-1.4	6	9	-9
CCN(CC)c1ccc(CNC23CN4CN(CN(C4)C2)C3)cc1	0	-2	-3.2	6	5	2.0	-13	21	-10
Cc1cnc(C(=O)NC(Cc2ccccc2)c2ccccc2)cn1 (centres undefined)	-6	2	-3.1	1	3	-1.1	0	19	-6
O=C1/C(=C/c2cccs2)Cc2ccccc21	-16	4	-0.5	-5	-2	-1.4	2	39	-45
COc1ccccc1C(=O)N1CCN(S(=O)(=O)c2ccccc2)CC1	10	6	-1.7	-4	4	-2.7	-9	-4	-10
O=C(Nc1cccc(Cl)c1)N1CCCCCC1	39	2	-1.5	7	5	-4.5	-5	-7	-13
O=S(=O)(Nc1cccc(Oc2ccc(Cl)cc2)n1)c1ccc(F)cc1	.	-4	0.2	-1	1	-2.2	-10	9	-13
CCOc1cc(N2CCOCC2)c(OCC)cc1NC(=O)CN1CCc2ccccc2C1	27	6	-4.2	-1	-1	0.1	-9	-4	6
O=C1c2ccccc2C(=O)C12OC2c1ccc(Cl)cc1 (centres undefined)	-12	-1	-4.1	5	.	-4.2	-9	-49	-12
COc1ccc(OC)c(NC(=O)CSc2nnc(-c3ccncc3)s2)c1	24	2	-0.4	3	-1	-1.7	1	-3	5
COc1cc2c(C(=O)O)c(C)n(CC(C)C)c2c2ccccc12	-8	.	-1.8	5	7	0.2	-5	39	-14
CCc1ccc2oc(-c3ccc(OC)cc3)cc(=Nc3cccc(C(=O)O)c3)c2c1	-13	6	-0.8	1	-10	-3.0	-5	4	9

As entered above.
`O=C1c2ccccc2C(=O)C12OC2c1ccc(Cl)cc1` (centres undefined) in VIM-2 inhibitor → -4.1
`O=[N+]([O-])c1ccccc1NC1CCN(Cc2ccccc2)CC1` in IDE cell inh → 3
`O=C(Nc1ccccc1)c1ccc2ccccc2n1` in IDE cell activ → 1
`Cc1nn(-c2ccccc2)nc1-c1nnc(-c2ccc(C(F)(F)F)cc2)o1` in GPR7 antag → -6
`Cc1cnc(C(=O)NC(Cc2ccccc2)c2ccccc2)cn1` (centres undefined) in IDE cell activ → 3

Remaining list, next part.
SMILES	PHOSPHO1 inh	IDE cell inh	VIM-2 inhibitor	M18AAP inhibitor	IDE cell activ	IMP-1 inhibitor	GPR7 antag	NALP1 inh	p-CIP stab down
Cn1c(N)c(C(=O)/C=C/c2ccccc2)c(=O)[nH]c1=O	25	1	-0.1	3	2	-1.2	-9	3	-2
COc1ccc(CCCc2nnc(SCC(=O)Nc3cccc(C)c3)o2)cc1	-6	2	-3.8	-3	0	-3.3	7	22	2
CCC(C)NC(=O)CCn1c(-c2ccccc2)cc(C(C)=O)c1C (centres undefined)	0	0	-1.8	-2	4	-5.5	-15	38	-7
Cn1cc(P(=O)(N2CCOCC2)N2CCOCC2)cc1P(=S)(N1CCOCC1)N1CCOCC1	-89	-4	-2.3	37*	0	-1.0	-10	-14	14
CCCc1cc(=O)[nH]c(SCCOC(=O)c2ccccc2)n1	-5	-3	0.9	0	6	-2.4	-1	21	-10
Nc1c(C(=O)Nc2cccc(F)c2)nnn1-c1ccc2c(c1)OCCO2	30	1	3.9	-3	-3	18*	-5	-5	-13
CC(Oc1ccc(F)cc1)C(=O)Nc1sc2c(c1C(=O)NCc1cccnc1)CCCC2 (centres undefined)	30	-1	-2.9	5	-4	-3.5	-7	-8	0
CCCn1c(N2CCN(C(=O)N3CCCCC3)CC2)nc2ccccc21	30	-2	-1.6	-6	7	-3.1	-6	24	-16
COC(=O)c1c(C)[nH]c(C(=O)/C=C/c2ccccc2Cl)c1C	16	-2	0.7	2	7	0.1	-8	.	-6
N#CC1=C(N)Oc2cc(N)ccc2C1c1ccc(Cl)cc1 (centres undefined)	-1	5	0.0	10	1	-0.4	3	5	4
O=C(c1ccc(F)cc1)C(CN1CCOCC1)c1ccccc1 (centres undefined)	19	0	-3.8	0	0	-3.1	-3	1	-18
Cc1ccc(S(=O)(=O)N(C)CC(=O)Nc2nnc(CC(C)C)s2)cc1	14	-2	4.4	-2	1	-1.5	-9	5	10
CCCCCCN=CC1=C(O)C(C(=O)OC)C(C)(C)CC1=O (centres undefined)	-4	2	-0.7	2	1	-3.0	-5	-13	-3
FC(F)(F)C(Oc1nc(Nc2ccc(Cl)cc2)nc(N2CCOCC2)n1)C(F)(F)F	0	8	1.5	0	0	0.5	-3	9	-14
Cc1cc(C(=O)OC2CCOC2=O)c2ccccc2n1 (centres undefined)	8	1	0.7	0	2	-1.5	-12	-1	-2
Cc1onc(-c2ccccc2Cl)c1C(=O)N1CCN(C(=O)c2ccco2)CC1	14	0	-1.8	0	8	-1.7	-7	-3	-15
CCOC(=O)N/N=C(/C)c1ccc(N2C(=O)C3CCCCC3C2=O)cc1 (centres undefined)	-13	-3	-3.2	-1	4	-2.6	-9	-12	3
O=C(NCc1ccc(Cl)cc1)Nc1ccc(F)cc1	33	.	-3.0	0	6	-4.9	-27	10	-17
O=C(CSc1nc2cc([N+](=O)[O-])ccc2n1-c1ccccc1)NCc1ccc2c(c1)OCO2	-6	-3	-2.5	38*	1	-3.5	13	20	-12
C/C(=N\Nc1ccc(C(=O)O)cc1)c1ccc(S(=O)(=O)NCc2ccco2)cc1	19	1	-2.4	36*	-3	-1.9	-15	4	-12

Continued; the last 2 above are carried over.
SMILES	PHOSPHO1 inh	IDE cell inh	VIM-2 inhibitor	M18AAP inhibitor	IDE cell activ	IMP-1 inhibitor	GPR7 antag	NALP1 inh	p-CIP stab down
O=C(CSc1nc2cc([N+](=O)[O-])ccc2n1-c1ccccc1)NCc1ccc2c(c1)OCO2	-6	-3	-2.5	38*	1	-3.5	13	20	-12
C/C(=N\Nc1ccc(C(=O)O)cc1)c1ccc(S(=O)(=O)NCc2ccco2)cc1	19	1	-2.4	36*	-3	-1.9	-15	4	-12
COc1ccc(CN(C(=O)CNC(=O)c2ccco2)C(C(=O)NCC2CCCO2)c2ccccc2)cc1 (centres undefined)	36	-9	1.9	-15	0	0.7	-11	18	-11
O=C(NC1CCCCC1)c1cc(-c2ccccn2)nc2ccccc12	6	1	-7.0	4	2	-5.0	-10	-4	1
CCOCCCNC(=O)C(NC(=O)c1ccccc1O)c1ccccc1 (centres undefined)	-25	0	0.0	-1	7	-1.6	-6	-8	-7
O=C(CSc1nnc(COc2ccccc2)o1)N1CCCC1	42	-3	-1.6	7	3	-2.0	-14	0	-7
CC1CN(CC(O)COc2ccc(C#N)cc2)CCN1CC(O)COc1ccc(C#N)cc1 (centres undefined)	22	2	-0.4	1	2	-4.4	-8	13	-10
O=C(NCCN1CCOCC1)c1cc(-c2ccc(Cl)cc2Cl)on1	27	-1	0.5	-9	3	-1.7	-6	-5	-6
C/C(Cc1ccccc1)=N\NC(=O)CNC(=O)/C=C\c1ccccc1	-8	17*	-4.0	0	.	-3.8	-2	-7	-2
COc1ccc(-c2ccc(SCC(=O)NC3CCCCC3)nn2)cc1	-1	1	-0.2	0	5	-2.2	5	-6	6
COc1cc(OC)cc(-c2nn[nH]n2)c1	17	0	-1.1	1	5	-2.5	-4	39	3
CSc1ccc(S(=O)(=O)N2CCC(C(=O)N3CCc4ccccc4C3)CC2)cc1	20	5	-2.1	4	-2	-2.9	3	-16	-14

No enrichment for hits; any-hit rate near 5.3%.
